Assay outcomes as filed in PubChem.
BLM inh = Bloom syndrome helicase (human) inhibition. P54132. recombinant BLM DNA unwinding, fluorescence dequenching. Potency, µM (highest dose often 56.1 µM), for the others: at the top dose activity change, negative = inhibition, usual class: inhibitors. actives 0.2% (n = 350,000);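 note: plate controls were vehicle for no effect and no enzyme for full effect; nearly all actives have a fitted effect of over 35% in size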
Pol beta inh = DNA polymerase beta (human) inhibition | Potency, µM (series often up to 114 µM), for inactives: at the highest dose activity change, negative = inhibition, hits mostly inhibitors | Pol beta primer extension/strand displacement, fluorescence kinetic | P06746 | AID 485314 | actives 1.3% (n = 340,000); note: % is set by controls: 0 for no effect and ±100 for the full control effect
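Pol beta (10 nM) and compounds were preincubated 15 min at room temperature, then 50 nM substrate (final) started primer extension/strand displacement. Reads were taken at 0 and 10 min; concentration-response data were fitted to a four-parameter Hill equation.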
POLI inh = DNA polymerase iota (human) inhibition. Q9UNA4. Pol iota fluorescent replication assay, 10 min. Potency, µM (highest dose often 115 µM), for inactives: at the top dose activity, negative = inhibition, actives largely listed as inhibitors. actives 1% (n = 390,000). AID 588590
Target sequence (Q9UNA4 whole entry, looked up): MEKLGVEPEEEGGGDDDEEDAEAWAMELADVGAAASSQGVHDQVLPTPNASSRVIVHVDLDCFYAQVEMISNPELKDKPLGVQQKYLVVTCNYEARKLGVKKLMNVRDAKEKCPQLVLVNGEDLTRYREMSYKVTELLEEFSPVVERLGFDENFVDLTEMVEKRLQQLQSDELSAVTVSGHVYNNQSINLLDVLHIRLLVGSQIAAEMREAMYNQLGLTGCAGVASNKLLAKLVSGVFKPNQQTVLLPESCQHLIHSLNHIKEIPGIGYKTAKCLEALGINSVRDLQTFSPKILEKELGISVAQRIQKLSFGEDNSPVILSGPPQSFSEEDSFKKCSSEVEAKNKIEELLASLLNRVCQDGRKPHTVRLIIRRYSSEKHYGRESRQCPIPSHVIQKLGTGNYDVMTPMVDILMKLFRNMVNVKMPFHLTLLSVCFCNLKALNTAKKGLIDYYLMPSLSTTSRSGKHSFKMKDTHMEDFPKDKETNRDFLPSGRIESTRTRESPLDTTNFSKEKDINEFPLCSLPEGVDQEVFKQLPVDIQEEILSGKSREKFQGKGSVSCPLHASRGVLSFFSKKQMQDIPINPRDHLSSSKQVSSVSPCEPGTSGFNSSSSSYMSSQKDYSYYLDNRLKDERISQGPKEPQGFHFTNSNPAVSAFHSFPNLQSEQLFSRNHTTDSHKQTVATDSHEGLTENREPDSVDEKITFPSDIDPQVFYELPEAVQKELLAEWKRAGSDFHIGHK
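Pol iota at 10 nM preincubated 15 min with compounds at room temperature; reaction started with fluorescent substrate, 50 nM final. Fluorescence read kinetically at 0 and 10 min; buffer-only wells as negative control.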
BAZ2B inh = blocks human BAZ2B. AlphaScreen BAZ2B-H3K14Ac peptide displacement. Potency, µM (doses to about 114 µM), without a hit: top-dose activity change, negative = inhibition, actives largely listed as inhibitors. Q9UIF8. actives 4.4% (n = 360,000); note: % is set by controls: 0 for no effect and ±100 for the full control effect; nearly all actives have a fitted effect of over 60% in size
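Complex of BAZ2B and biotin-H3K14Ac (50 nM apiece) forms over 30 min at RT, then faces library compounds up to 110 uM for another 30 min; AlphaScreen beads added, 20 min dark incubation, luminescence read.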
APEX1 inh = APE1 (human) endonuclease inhibition; actives 0.35% (n = 350,000); recombinant APE1, TAMRA/BHQ-2 abasic DNA cleavage fluorescence; P27695; Potency, µM (doses to about 65.8 µM), inactives show top-dose activity change, negative = inhibition, hits mostly inhibitors;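 note: plate controls were vehicle for no effect and reference inhibitor for full effect; nearly all actives have a fitted effect of over 55% in size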
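Quantitative HTS: incision of a TAMRA/BHQ-2 double-stranded substrate bearing a tetrahydrofuran abasic site by 0.75 nM APE1 raises fluorescence. Substrate 50 nM final, added after 15 min compound preincubation at room temperature; progress as third-minus-first kinetic read difference.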
G9a block = blocks human histone lysine methyltransferase G9a. G9a H3K9 monomethylation, AlphaScreen, 2 h. Potency, µM (doses to about 102 µM), without a hit: at the highest dose activity, negative = inhibition, most hits filed as inhibitors. actives 8.8% (n = 350,000). AID 504332; note: % is set by controls: 0 for no effect and ±100 for the full control effect; nearly all actives have a fitted effect of over 75% in size
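Chemiluminescent proximity detection of H3K9 monomethylation, read after 10 min bead incubation in the dark. Reaction: 20 nM G9a, 500 nM biotin-H3K9 peptide, 20 uM SAM cofactor, 2 h, room temperature, following 15 min enzyme-compound preincubation.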
Pol kappa inh = inhibitors of human DNA polymerase kappa; Q9UBT6; purified Pol kappa, fluorescent DNA synthesis assay, 10 min; Potency, µM (titrated, usually from 107 µM), for inactives: top-dose activity, negative = inhibition, usual class: inhibitors; actives 0.53% (n = 400,000); AID 588579; note: % is set by controls: 0 for no effect and ±100 for the full control effect
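Enzyme at 10 nM met test compounds for 15 min at room temperature. Substrate addition (50 nM final) began the reaction, which was monitored by fluorescence at 0 and 10 min.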
Pol eta inh = DNA polymerase eta (human) inhibition | actives 1.2% (n = 390,000) | AID 588591 | Q9Y253 | recombinant Pol eta, fluorescent DNA replication assay | Potency, µM (doses to about 114 µM), for inactives: top-dose activity change, negative = inhibition, actives largely listed as inhibitors; note: % is set by controls: 0 for no effect and ±100 for the full control effect
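Fluorescent replication assay: 50 nM final substrate added after a 15 min room-temperature compound preincubation with 10 nM enzyme. Signal taken at 0 min and again at 10 min.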
JMJD2A Tudor inh = JMJD2A Tudor domain (human) inhibition; AlphaScreen JMJD2A-Tudor / H3K4me3 peptide binding; Potency, µM (titrated, usually from 114 µM), for the others: top-dose activity change, negative = inhibition, hits mostly inhibitors; actives 4.4% (n = 390,000); note: % is set by controls: 0 for no effect and ±100 for the full control effect; nearly all actives have a fitted effect of over 50% in size
* hit, by the source's call; ? = inconclusive; · = no result given; & = joins results of further samples; [ ] = dose if it differs, or a comment. Calls come from the whole dose curve; as a rule, active = well fitted curve in the direction sought with a large enough effect; inconclusive = small, poorly fitted or top-dose-only effect, or another doubt; inactive = no such curve, though single readings can be large; an effect the other way counts as inactive or inconclusive. Potency is the fitted concentration of half-maximal effect. Not all compounds are listed; rates above refer to the full screens.

SMILES	BLM inh	Pol beta inh	POLI inh	BAZ2B inh	APEX1 inh	G9a block	Pol kappa inh	Pol eta inh	JMJD2A Tudor inh
FC(F)(F)c1cc(-c2ccco2)nc(-n2cnc3ccccc32)n1	0%	30%	23%	5%	0%	-3%[2.33 µM]	1%	-6%	-4%
CC(C)(C)C(=O)Nc1nnc(CCc2ccccc2)s1	-2%	-1%	139%[activator]	8%	-8%	·	-15%	-5%	4%
Cc1ccc(NC(=O)CCN2C(=O)c3ccccc3C2=O)c(C)c1	-2%	-20%	164%[activator]	-18%	38%	2%	4%	-6%	-1%
C=CCn1cc(-c2ccc(Cl)cc2)cc(C#N)c1=O	-6%	4%	5%	6%	7%	2%	-1%	-1%	-15%
CCS(=O)(=O)N1CCN(C(=O)C(c2ccccc2)c2ccccc2)CC1	-4%	-1%	-26%	-3%	-1%	1%	-8%	4%	-7%
CN(C)CCN(Cc1ccccc1)S(=O)(=O)c1ccc(-c2cc(C(F)(F)F)on2)s1	-4%	1%	4%	-34%	·	-5%[59 µM]	-12%	-23%	?
Cc1c(NC(=O)COc2ccc3ccc(=O)oc3c2)c(=O)n(-c2ccccc2)n1C	·	·	44%[activator]	-1%	1%	?	1%	10%	1%
O=C(Nc1cccc(C(=O)N2CCOCC2)c1)c1ccccc1Cl	2%	5%	5%	-3%	6%	·	-8%	8%	-23%
Cc1cc(C)cc(NC(=O)C2CCN(c3nnc(-n4c(C)ccc4C)s3)CC2)c1	-4%	30%[activator]	-12%	2%	·	14%[59 µM]	-3%	·	-13%
O=C(Nc1cccc(-c2cnc3ccccc3n2)c1)C1CC(=O)N(c2ccccc2)C1 (stereo not given)	-2%	?	?	-14%	11%	-2%	-14%	-12%	-14%
COCCN(CCOC)C(=O)c1ccc(CSc2nc3ccccc3s2)cc1	-1%	-4%	6%	-2%	7%	·	-20%	-10%	-7%
CC(=O)Nc1sc(C)c(C)c1C(=O)OCC(=O)Nc1ccc(S(N)(=O)=O)cc1	·	·	?	·	25%	·	-12%	?	-11%
Cc1ccc(NC(=O)CN(C)C(=O)c2cc3ccccc3o2)cc1	-1%	-1%	27%	-12%	1%	5%	1%	0%	-2%
Nc1nc(CSc2nnc(-c3cccc(F)c3)n2-c2ccccc2)nc(N2CCOCC2)n1	-1%	11%	5%	8%	?	-5%[59 µM]	33%	-5%	-14%
Cc1ccc(C)c(CSCC(=O)NCc2cccs2)c1	-2%	3%	19%	4%	-4%	5%	6%	-22%	4%
Cc1ccc(NC(=O)CCS(=O)(=O)c2cc3c4c(c2)CCN4C(=O)CC3)c(C)c1	0%	18%	14%	-15%	·	-8%[59 µM]	-2%	-18%	-6%
O=C(CN1CCCCCC1)N1c2ccccc2C=Cc2ccccc21	-7%	-1%	23%	8%	-1%	?	-19%	-14%	-34%
O=C(Nc1ccccc1)Nc1snnc1C(=O)Nc1cccc(O)c1	-5%	-7%	51%[activator]	-8%	-9%	-40%	-9%	-14%	-12%
O=c1[nH]c(CSc2ncc(C(F)(F)F)cc2Cl)nc2cc(C(F)(F)F)ccc12	-4%	-19%	39%[activator]	-1%	-1%	?	-20%	-19%	-17%
Cc1ccc(S(=O)(=O)CCC(=O)NC2CCCC2)cc1	1%	25%	-6%	-1%	-3%	11%	-7%	-17%	5%
COC(=O)c1ccc(NC(=O)C2CCCN2C(=O)OCc2ccccc2)cc1 (stereo not given)	-1%	16%	9%	-18%	16%	-8%	3%	-2%	-16%
CCOP(=O)(OCC)c1cccc(P(=O)(c2ccccc2)c2ccccc2)c1O	-11%	1%	17%	-1%	-1%	7%	-1%	-5%	-9%
O=C1c2ccccc2CC1Sc1nnc(-c2ccccn2)o1 (stereo not given)	-5%	18%	20%	11%	-6%	?	-10%	-7%	-29%
Cc1cc(C)nc(N2CCC(C(=O)NCCc3ccc(Cl)cc3)CC2)n1	-1%	23%	0%	1%	-5%	-2%	-10%	-7%	-8%
CN(Cc1nc2ccccc2c(=O)[nH]1)C(=O)C1CC(=O)N(c2cccc3ccccc23)C1 (stereo not given)	·	·	-17%	·	-9%	·	-3%	-13%	-10%

Going on with the list:
SMILES	BLM inh	Pol beta inh	POLI inh	BAZ2B inh	APEX1 inh	G9a block	Pol kappa inh	Pol eta inh	JMJD2A Tudor inh
Cc1cccc2nc(COc3ccc(-c4ccccc4)cc3)cn12	-7%	3%	·	?	-1%	10%	·	·	·
COc1ccc(C(CNC(=O)CCNC(=O)c2ccccc2OC)N2CCCC2)cc1 (stereo not given)	·	·	31%[activator]	1%	30%	2%	5%	-5%	-11%
COc1cccc(NC(=O)CSC2=Nc3ccccc3C3=NC(CC(=O)NCc4cccs4)C(=O)N23)c1 (stereo not given)	-8%	?	42%[activator]	-9%	·	8%[59 µM]	-2%[60.1 µM]	-9%	-19%
COC(=O)C(Cc1ccc(O)cc1)NC(=O)CCc1ccco1 (stereo not given)	-3%	35%	7%	-1%	8%	23%	-7%	7%	-10%
CCOCCCn1c(SCC(=O)NCc2ccc3c(c2)OCO3)nc2ccccc2c1=O	1%	-9%	52%[activator]	2%	3%	-4%	-16%	-16%	-21%
CCN(C(=O)COC(=O)c1ccccc1SCC(=O)N1CCCC1)C1CCS(=O)(=O)C1 (stereo not given)	·	·	-6%	10%	12%	-21%	-4%	-8%	-11%
Cc1cc(C(=O)CN2C(=O)C(=O)N(Cc3ccccc3)C2=O)c(C)n1CC1COc2ccccc2O1 (stereo not given)	-5%	34%	-5%	-13%	11%	-2%	-10%	-9%	-23%
COc1cc(C(=O)Nc2ccc3c(c2)OCO3)ccc1OCc1c(C)noc1C	-7%	22%	43%[activator]	?	-1%	7%	-9%	-7%	-32%
Cc1c(C(=O)O)[nH]c2c1C(=O)CC(c1ccc(C(C)(C)C)cc1)C2 (stereo not given)	3%	9%	-1%	-39%	21%	?	-23%	-1%	-29%
C/C(=N\N=C1\NC(=O)C(CC(=O)NCc2ccccc2)S1)C(C)C (stereo not given)	-2%	5%	51%[activator]	-16%	8%	18%	-11%	-8%	0%
Cc1c([N+](=O)[O-])cc(S(=O)(=O)Nc2ccc(-c3ccc(N4CCCC4)nn3)cc2)cc1[N+](=O)[O-]	·	·	?	-4%	15%	?	-32%	18µM*	-16%
CCOc1c(OC(C)=O)ccc(/C=C2\N=C(SCC)SC2=O)c1[N+](=O)[O-]	-1%	-5%	7%	45µM*	0%	·	-4%	-14%	79µM*
NS(=O)(=O)c1ccc(CCNC(=O)/C=C/c2ccc(S(=O)(=O)N3CCOCC3)cc2)cc1	·	·	7%	·	·	·	-4%	5%	-2%
Cn1cc(C(=O)NCCc2ccc(Cl)cc2)c(=O)c2cc(S(=O)(=O)N3CCOCC3)ccc21	0%	2%	9%	·	·	6%[59 µM]	1%	-7%	-4%
COC(=O)C1(C(C[N+](=O)[O-])c2ccco2)C(=O)NCC1c1ccccc1 (stereo not given)	-5%	0%	45%[activator]	-13%	-2%	11%	-2%	-16%	7%
O=C(c1cc(-c2ccccc2O)on1)N1CCOCC1	0%	14%	16%	1%	10%	10%	-7%	-7%	-12%
COc1cccc2c1Oc1ncccc1N(c1ccc(C(=O)NCc3cccc(C)c3)s1)C2	-9%	27%	89µM*	-3%	·	-7%[59 µM]	?	-13%	-19%
Cn1c(SCC(=O)Nc2ccc(NC(=O)c3cccs3)cc2)nnc1-c1ccncc1	0%	6%	5%	-5%	5%	-11%[59 µM]	-5%	13%	-5%
Cc1nnc(NC(=O)c2c(-c3ccccc3)noc2C)s1	-1%	34%	6%	-33%	16%	-13%[0.0925 µM]	5%	-15%	0%
CC(C)CCNC(=O)c1ccc(Cn2c(SCC(=O)NC(C)C)nc3ccccc3c2=O)cc1	1%	-13%	17%	-8%	·	5%[59 µM]	-5%[60.1 µM]	-5%	-13%
Cc1cccc(C(=O)NCC(=O)OCc2cc(=O)n3nc(CC(C)C)sc3n2)c1	1%	36%	29%	-7%	·	10%[59 µM]	3%	-14%	-2%
O=S(=O)(NC1CCc2ccccc21)c1ccc(S(=O)(=O)N2CCCC2)cc1 (stereo not given)	-7%	-1%	?	4%	-6%	-5%[59 µM]	-1%	-5%	-3%
COc1ccc(CCC(=O)NCc2cn3ccc(C)cc3n2)cc1	-2%	12%	-5%	-2%	1%	·	12%	-10%	-23%
O=CNc1ccc2c(c1)Cc1cc([N+](=O)[O-])ccc1-2	·	·	37%[activator]	·	·	·	-25%	-3%	-25%
CCCN(CCC)S(=O)(=O)c1ccc(NC(=O)COc2ccccc2)cc1	-8%	?	8%	5%	5%	24%	0%	-10%	-3%
COc1ccc(OC)c(CNC(=O)c2nn(C)c3c2CS(=O)(=O)c2ccccc2-3)c1	0%&2%	13%&1%	27%&36%	-17%&-13%	-16%	36%[activator]	-4%&-9%	-12%&-18%	-13%&-1%
COCc1cc(C)nc(SCC(=O)Nc2cc3c(cc2C#N)OCO3)c1C#N	-5%	29%	?	9%	-13%	-11%[2.33 µM]	3%	-2%	-4%
